Bioassay records: PubChem, The Scripps Research Institute Molecular Screening Center
proKLK7 act: proKLK7 zymogen activators, primary screen, biochemical, fluorescence intensity | activation, % at 7 µM | purified proKLK7, EDANS-DABCYL substrate fluorescence; 100% is mature enzyme control, 0% vehicle | hit rate 0.9% among 370,000 | Kallikrein-7 (Homo sapiens), P49862;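 active = activation above the mean of all tested compounds plus 3 SD, computed per campaign excluding outliers beyond control limits, cut at about 13% in these data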
DDE Tn7 FP inh: inhibitors of Tn7 peptide binding to fibrin DD(E), primary screen, biochemical, fluorescence polarization, human fibrin, Tn7 probe; Fibrinogen beta chain (Homo sapiens), P02675; FP displacement of FITC-Tn7 peptide from fibrin DD(E); 0% = median of compound wells per plate; inhibition, % at 8.3 µM; hit rate 0.13% among 370,000;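 active = inhibition above the mean of compounds falling within the control limits plus 3 SD of them, cut at about 14% in these data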;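 note: 0% = plate median of compound wells and 100% = 10 µM Aha-Tn7 peptide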
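system = human fibrin DD(E) protein | quantity = DD(E) 2 µM final | medium = Tris/NaCl/CaCl2 buffer, pH 7.8 | also added = labelled Tn7 tracer, 0.1 µM | compound dosing = single point at 8.3 µM | timing = compound with protein 10 min, then 3 h after probe, room temperature | signal = FP measurement | benchmarks = Aha-Tn7 high control | repeats = one replicate per compound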
DDE Tn6 FP inh: inhibitors of Tn6 peptide binding to fibrin DD(E), primary screen, biochemical, fluorescence polarization, human fibrin, Tn6 probe | Fibrinogen beta chain (Homo sapiens), P02675 | Fibrin DD(E) TRITC-Tn6 fluorescence polarization displacement | inhibition, % at 8.3 µM | hit rate 0.21% among 370,000;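 active = inhibition above a per-campaign cutoff: mean of compounds within control limits plus 3 SD, cut at about 15% in these data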;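 note: 0% = median of all compound wells on the plate and 100% = blocking peptide control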
ASAP1 GAP inh: inhibitors of human ASAP1 ArfGAP activity, primary screen, biochemical, fluorescence polarization | Arf-GAP with SH3 domain, ANK repeat and PH domain-containing protein 1 (Homo sapiens), … | ASAP1-stimulated ARF1 GTP hydrolysis, GDP FP detection | inhibition, % at 16.5 µM | hit rate 0.19% among 360,000 | AID 624377, 2012; in the data active = inhibition above about 25%;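 note: 0% = vehicle with enzyme and substrate and 100% = no enzyme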
PLCg1 inh: PLC-gamma1 enzyme inhibitors, primary screen, biochemical, fluorescence, purified enzyme; hit rate 0.84% among 370,000; fluorogenic substrate; 1-phosphatidylinositol 4,5-bisphosphate phosphodiesterase gamma-1 (Homo sapiens), P19174; AID 720700, 2013; inhibition, % at 12.2 µM; in the data active = inhibition above about 9.5%
Target sequence (P19174 whole entry, looked up): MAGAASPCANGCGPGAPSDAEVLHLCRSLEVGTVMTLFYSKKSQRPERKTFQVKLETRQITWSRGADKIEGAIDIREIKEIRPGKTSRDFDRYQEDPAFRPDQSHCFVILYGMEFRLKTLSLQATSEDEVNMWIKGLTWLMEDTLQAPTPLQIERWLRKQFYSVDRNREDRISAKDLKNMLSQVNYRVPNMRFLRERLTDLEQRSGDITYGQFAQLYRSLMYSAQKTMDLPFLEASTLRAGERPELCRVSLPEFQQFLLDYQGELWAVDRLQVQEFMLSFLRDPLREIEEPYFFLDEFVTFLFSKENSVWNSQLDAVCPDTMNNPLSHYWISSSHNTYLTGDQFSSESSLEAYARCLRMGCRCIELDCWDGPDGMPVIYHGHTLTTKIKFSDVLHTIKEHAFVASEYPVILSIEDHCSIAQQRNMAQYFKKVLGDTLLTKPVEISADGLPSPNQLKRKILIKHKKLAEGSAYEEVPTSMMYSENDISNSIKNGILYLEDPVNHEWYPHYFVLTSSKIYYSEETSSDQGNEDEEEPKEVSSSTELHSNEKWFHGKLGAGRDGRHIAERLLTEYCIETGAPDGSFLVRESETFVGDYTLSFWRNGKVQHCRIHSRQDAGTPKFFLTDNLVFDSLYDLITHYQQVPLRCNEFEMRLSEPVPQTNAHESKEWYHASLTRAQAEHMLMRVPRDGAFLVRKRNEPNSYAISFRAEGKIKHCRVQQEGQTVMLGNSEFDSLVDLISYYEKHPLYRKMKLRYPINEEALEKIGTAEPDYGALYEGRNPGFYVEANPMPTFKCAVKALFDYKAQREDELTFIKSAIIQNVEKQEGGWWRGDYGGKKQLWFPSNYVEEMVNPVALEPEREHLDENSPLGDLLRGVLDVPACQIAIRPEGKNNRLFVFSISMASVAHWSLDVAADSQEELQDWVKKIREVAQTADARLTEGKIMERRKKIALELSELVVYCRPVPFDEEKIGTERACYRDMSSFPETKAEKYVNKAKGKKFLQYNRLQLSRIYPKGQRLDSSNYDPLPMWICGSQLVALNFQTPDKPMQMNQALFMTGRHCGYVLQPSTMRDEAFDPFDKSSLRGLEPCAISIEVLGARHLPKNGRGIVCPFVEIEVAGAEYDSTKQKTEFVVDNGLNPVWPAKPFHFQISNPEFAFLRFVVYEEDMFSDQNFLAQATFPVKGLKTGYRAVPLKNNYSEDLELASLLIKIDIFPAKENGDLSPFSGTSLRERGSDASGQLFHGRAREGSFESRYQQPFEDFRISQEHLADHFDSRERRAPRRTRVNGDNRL
ARFGAP1 inhibitor: inhibitors of rat ARFGAP1 GAP activity, primary screen, biochemical, fluorescence polarization, GDP tracer; hit rate 0.26% among 360,000; inhibition, % at 16.5 µM; Arfgap1-stimulated ARF1 GTP hydrolysis, GDP FP detection;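 active = inhibition above a per-plate limit, mean inhibition of low control wells plus 3 SD, cut at about 25% in these data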;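 note: 0% = DMSO wells with enzyme and 100% = wells lacking Arfgap1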
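material = rat Arfgap1 catalytic domain, aa 1-136 | also added = human ARF1(Δ1-17)-GTP substrate | compound dosing = one concentration, 16.5 µM, DMSO 1.26% | times = GTP hydrolysis reaction 2 h at 25 °C | measured by = FP, GDP Alexa 633 tracer displaced from anti-GDP antibody, 620/688 nm | evaluation = percent inhibition of Arfgap1-stimulated GTP hydrolysis | replication = single well per compound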
TDP2 inh: human TDP2 enzyme inhibitors, primary screen, biochemical, epi absorbance, recombinant enzyme; hit rate 0.34% among 370,000; inhibition, % at 12.8 µM; T5PNP hydrolysis, p-nitrophenol absorbance 415 nm; Tyrosyl-DNA phosphodiesterase 2 (Homo sapiens), O95551;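 active = inhibition above the mean of all tested compounds plus 3 SD, set per campaign, cut at about 25% in these data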;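 note: 0% = DMSO with enzyme and 100% = buffer with substrate but no TDP2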
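test system = human TDP2 enzyme | input = TDP2 enzyme at 120 nM final | medium = 50 mM Tris-HCl pH 7.5 with Mg2+, KCl, DTT, BSA | also added = T5PNP substrate, 5 mM | times = 2 h at 37 °C | technique = epi absorbance | benchmarks = high control without enzyme, low control DMSO plus TDP2 | replication = each compound tested once, singlicate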
ADAM17 inh: ADAM17 inhibitors, primary screen, biochemical, QFRET; hit rate 0.83% among 370,000; inhibition, % at 6.95 µM; Disintegrin and metalloproteinase domain-containing protein 17 (Homo sapiens), P78536; recombinant ADAM17, EDANS/DABCYL FRET peptide cleavage;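 active = inhibition above the mean of compounds lying between control limits plus 3 SD, set per campaign, cut at about 8.5% in these data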;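 note: 0% = DMSO-only wells as the low control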
ADAM10 inh: human ADAM10 inhibitors, primary screen, biochemical, QFRET, HTS; Disintegrin and metalloproteinase domain-containing protein 10 (Homo sapiens), O14672; hit rate 0.62% among 370,000; AID 720582, 2013; recombinant ADAM10, EDANS/DABCYL FRET peptide cleavage, 3 h; inhibition, % at 7 µM;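 active = inhibition above a per-campaign cutoff equal to the mean of compounds falling between control-based bounds plus 3 SD, cut at about 20% in these data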;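 note: 0% = DMSO wells while the 100% control is not disclosed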
LEDGF integ inh: blockers of LEDGF/p75-dependent integrase strand transfer – biochemical, TR-FRET, high throughput, primary screen. HIV-1 integrase (with human LEDGF/p75). TR-FRET IN-LEDGF/p75 DNA integration, Eu/Cy5. inhibition, % at 3.7 µM. hit rate 0.64% among 370,000. AID 743269, 2014;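 active = inhibition above the screen-wide mean plus 3 SD, cut at about 13% in these data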;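 note: signal is the Cy5 over europium emission ratio at 671 and 618 nm; 0% = plate median of compound wells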
Numbers without * were called inactive; i = inactive; x = not tested or not shown.

SMILES	proKLK7 act	DDE Tn7 FP inh	DDE Tn6 FP inh	ASAP1 GAP inh	PLCg1 inh	ARFGAP1 inhibitor	TDP2 inh	ADAM17 inh	ADAM10 inh	LEDGF integ inh
CC(=O)N1CCSc2ccc(S(=O)(=O)Nc3ccc(C)cc3)cc21	-0.3	-3	-1	-7	4	12	-9	2	-13	-1
COc1ccc(S(=O)(=O)N2CCOCC2)cc1NC(=O)CO/N=C/c1ccccc1OC(F)F	-0.1	-3	-3	-5	6	-2	-3	4	7	3
O=C(O)c1cc(-c2ccccc2)n(-c2ccccc2C(=O)O)n1	0.6	0	0	10	-4	8	-19	-5	-11	2
COc1ccc2nc3n(c(=O)c2c1)-c1ccc(Cl)cc1C(=O)NC3Cc1ccc(O)cc1 (stereo unspecified)	0.4	-5	-1	-2	-1	10	-9	4	5	2
CN1CCN(C(=O)CCc2nc(-c3ccc(Cl)cc3)no2)CC1	0.2	1	0	5	-1	2	-2	-6	-4	-2
Cc1cccc(Nc2nc(N)nc(CN3CCN(c4ccccc4)CC3)n2)c1	0.3	0	7	-9	1	7	3	2	3	-1
CCOc1ccccc1NC(=O)CN1CCC(C(=O)c2ccc(F)cc2)CC1	0.4	-9	8	8	6	17	-10	6	11	4
O=C(Nc1nnc(CSCc2ccccc2F)s1)c1cccc([N+](=O)[O-])c1	0.4	7	8	-3	-8	-3	1	-1	6	-4
N#Cc1cc(C(=O)c2cc(F)ccc2O)cn(-c2nccs2)c1=O	25*	-12	-6	-1	-127	10	-10	-21	-61	10
CCOC(=O)C1CCN(C(=O)C(C)(C)NC(=O)Nc2ccc3c(c2)CCC3)CC1	x	4	-1	x	-3	x	3	-5	-6	-2
COC(=O)COc1ccc2c(c1C)O/C(=C\c1ccco1)C2=O	0.8	-6	-1	6	-69	8	-8	-5	-23	11
COc1cc(C2C(C(=O)c3ccc(C)o3)=C(O)C(=O)N2CCc2ccccc2)ccc1O (stereo unspecified)	0.1	-2	0	-5	-1	10	2	-4	2	0
CC(=NC1CCCCC1)c1ccc(O)cc1O	-0.1	-3	1	-4	-1	1	7	-1	-18	-1
CCN(Cc1cc2ccccc2[nH]c1=O)S(=O)(=O)c1ccccc1	0.3	-1	6	3	0	1	6	-7	-24	4
O=C(CSc1cccc(C(F)(F)F)c1)Nc1ccc(N2CCOCC2)cc1	-0.1	4	2	-4	-2	5	4	-6	-5	-1
CCOC(=O)N1CCN(C(=O)c2csc3c2CCCCC3)CC1	-0.1	5	2	3	-3	-3	-5	0	-7	2
CCN(CC)C(=O)C(C)N(C#N)c1nc(Cl)nc(N(C)C)n1 (stereo unspecified)	-0.2	-2	3	0	-2	10	1	-1	0	1
Cc1ccc(C(=O)OCC(=O)NC(C)c2ccccc2)cc1C (stereo unspecified)	-1.1	-3	5	4	-1	6	-10	-3	4	6
CNC(=O)c1ccsc1NC(=O)CS(=O)(=O)c1ccc(F)cc1	-0.1	-5	-5	2	1	5	-5	1	-11	0
Cc1nc2ccccc2c(=O)n1-c1ccc(NS(=O)(=O)c2cc(F)ccc2F)cc1	-0.5	8	0	-7	2	-7	0	-3	9	-2
Cn1ncc(Br)c1C(=O)NC1CCCC1	-0.1	-1	5	1	0	-2	5	-8	-5	1
O=C1CC(c2ccc(F)cc2)SC(N(c2ccccc2)c2ccccc2)=N1 (stereo unspecified)	-0.6	-6	0	-4	-3	2	-1	0	4	2
CCCCN(C)CCC(=O)Nc1ccc(Cl)cc1	0.2	-1	7	-6	-3	3	7	-4	-4	4
O=C(NCCN1CCOCC1)c1ccc(CSc2nc3ccncc3n2Cc2ccc(F)cc2)cc1	-0.6	-2	-7	-2	4	-7	-1	2	7	1
CC(C)C[C@@H](CN1CCC[C@H]1CN1C(=O)C(=O)NC[C@@H]1Cc1ccc(O)cc1)N1C[C@H](Cc2ccccc2)N(CC2CCCCC2)C(=O)C1=O	1.1	-1	-16	-7	10*	-8	-5	0	-6	9
COc1ccc(CCNC(=O)COC(=O)CCC(=O)c2cccs2)cc1OC	0.4	3	-1	8	6	-7	-4	-2	-14	-3
O=C(/C=C/c1ccco1)N(Cc1ccc(F)cc1)C1CCS(=O)(=O)C1 (stereo unspecified)	0.2	-5	-9	-10	3	-13	3	-3	0	5
O=C(NC1(C(F)(F)F)NC(=O)N(C2CCCCC2)C1=O)c1ccco1 (stereo unspecified)	0.2	0	-1	-16	3	2	-17	3	8	-2
Cc1ccc(S(=O)(=O)n2nc(OC(=O)c3ccccc3C)cc2N)cc1	0.4	-3	-3	-3	0	11	6	5	11	2
O=C(COC(=O)c1ccc(Br)o1)NC1CCCCC1	-0.1	-2	15	-13	-4	-5	2	1	-4	2
COc1cc(C(=O)Nc2ccc(NC(=O)C3CCCCC3)nc2)cc(OC)c1OC	-0.2	-7	6	-6	-2	2	8	0	-2	4
CC1(C(=O)NCc2ccco2)Cc2c(-c3cccc(C(F)(F)F)c3)ccnc2O1 (stereo unspecified)	0.8	-3	-3	4	-3	4	2	-2	-15	-3
CSc1ccccc1NC(=O)N1CCC(CO)(CC2CCCCO2)CC1 (stereo unspecified)	-0.8	0	-5	5	0	0	1	-4	-8	-6
Cn1ncc([N+](=O)[O-])c1C(=O)Nc1cccc(Cl)c1	-0.4	4	5	-7	-2	7	-1	-4	0	2
COc1ccc(CC(=O)Nc2nc(-c3cccc([N+](=O)[O-])c3)cs2)cc1	0.0	-5	8	-10	2	-1	1	-1	3	2
CCN(CC(=O)Nc1ccccc1OC)CC(=O)Nc1c(Cl)ccc(C)c1Cl	-0.3	-1	1	-1	6	-6	0	-2	-3	3
Nc1ncnc2c1ncn2[C@@H]1O[C@H](CNCc2ccc(-c3cc(C(F)(F)F)ccc3Cl)o2)[C@@H](O)[C@H]1O	-0.4	-3	0	-11	2	-4	-14	10*	6	1
O=C(NCCc1ccccc1)c1n[nH]c2ccccc12	0.2	2	-5	-3	2	17	0	5	6	-4
O=C(C1CCCN(S(=O)(=O)c2ccccc2)C1)N1CCCCCC1 (stereo unspecified)	-0.2	-1	2	-12	3	-2	8	0	2	-2
CC[C@]12c3[nH]c4cc(-c5ccco5)ccc4c3CCN1C(=O)[C@@H](CC(=O)NCc1ccco1)C[C@@H]2C(=O)N1CCN(C(=O)C2CC2)CC1	100*	3	0	-10	i	3	-10	-290	i	12
Cc1c(C)c2ccc(OCC(=O)NCCCn3ccnc3)cc2oc1=O	2.4	0	3	-5	-43	3	4	-94	-295	-9
CCn1ncc([N+](=O)[O-])c1C(=O)NC1CCCCC1	-0.2	2	-6	8	-2	-2	-1	-6	-6	-2
NC(c1csc(NC(=O)c2cccc(OC(F)(F)F)c2)n1)c1ccccc1Cl (stereo unspecified)	-2.0	-3	-11	10	-2	19	-4	0	6	8
CCNC(=S)NN(c1ccccc1)c1ccccc1	0.4	-9	-2	-2	6	3	-3	1	7	0
CCN1CCN(S(=O)(=O)c2ccc3c(c2)OCCO3)CC1	-0.2	-10	-4	13	0	-5	2	0	-1	0
CSc1ccc(Cl)c(C(=O)Nc2ccc(Cl)cn2)c1	0.1	5	-2	2	2	-14	0	-2	4	0
Cc1nc2ccccc2nc1N/N=C/c1ccc(O)cc1	0.1	-4	1	10	-7	10	-8	-5	-23	2
CCOC(=O)C1=C(c2ccccc2)N=C2SCC(=O)N2C1c1ccc(OC)c(OC)c1 (stereo unspecified)	-0.5	8	-2	-6	-18	-12	-1	0	5	4

In the list so far, these contain an aryl methoxy group.
SMILES	proKLK7 act	DDE Tn7 FP inh	DDE Tn6 FP inh	ASAP1 GAP inh	PLCg1 inh	ARFGAP1 inhibitor	TDP2 inh	ADAM17 inh	ADAM10 inh	LEDGF integ inh
COc1ccc(S(=O)(=O)N2CCOCC2)cc1NC(=O)CO/N=C/c1ccccc1OC(F)F	-0.1	-3	-3	-5	6	-2	-3	4	7	3
COc1ccc2nc3n(c(=O)c2c1)-c1ccc(Cl)cc1C(=O)NC3Cc1ccc(O)cc1 (stereo unspecified)	0.4	-5	-1	-2	-1	10	-9	4	5	2
COc1cc(C2C(C(=O)c3ccc(C)o3)=C(O)C(=O)N2CCc2ccccc2)ccc1O (stereo unspecified)	0.1	-2	0	-5	-1	10	2	-4	2	0
COc1ccc(CCNC(=O)COC(=O)CCC(=O)c2cccs2)cc1OC	0.4	3	-1	8	6	-7	-4	-2	-14	-3
COc1cc(C(=O)Nc2ccc(NC(=O)C3CCCCC3)nc2)cc(OC)c1OC	-0.2	-7	6	-6	-2	2	8	0	-2	4
COc1ccc(CC(=O)Nc2nc(-c3cccc([N+](=O)[O-])c3)cs2)cc1	0.0	-5	8	-10	2	-1	1	-1	3	2
CCN(CC(=O)Nc1ccccc1OC)CC(=O)Nc1c(Cl)ccc(C)c1Cl	-0.3	-1	1	-1	6	-6	0	-2	-3	3
CCOC(=O)C1=C(c2ccccc2)N=C2SCC(=O)N2C1c1ccc(OC)c(OC)c1 (stereo unspecified)	-0.5	8	-2	-6	-18	-12	-1	0	5	4

An unsorted share of the library; about 4.2% have a hit in one of these screens.
